mcGAS MS inh: inhibitors of Mus musculus cyclic GMP-AMP synthase, initial high-throughput assay, cell-free, RapidFire MS | inhibition, % at 12.5 µM | Q8C6L5 | 0.18% of 130,000 active | recombinant mouse cGAS, cGAMP by RapidFire MS;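 active = inhibition of cGAS enzyme activity at or above 60%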;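 also: enzyme stimulated by 45 bp dsDNA with ATP and GTP substrates; cGAMP share of summed cGAMP plus half ATP and half GTP signals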
Target sequence (Q8C6L5 whole entry, looked up): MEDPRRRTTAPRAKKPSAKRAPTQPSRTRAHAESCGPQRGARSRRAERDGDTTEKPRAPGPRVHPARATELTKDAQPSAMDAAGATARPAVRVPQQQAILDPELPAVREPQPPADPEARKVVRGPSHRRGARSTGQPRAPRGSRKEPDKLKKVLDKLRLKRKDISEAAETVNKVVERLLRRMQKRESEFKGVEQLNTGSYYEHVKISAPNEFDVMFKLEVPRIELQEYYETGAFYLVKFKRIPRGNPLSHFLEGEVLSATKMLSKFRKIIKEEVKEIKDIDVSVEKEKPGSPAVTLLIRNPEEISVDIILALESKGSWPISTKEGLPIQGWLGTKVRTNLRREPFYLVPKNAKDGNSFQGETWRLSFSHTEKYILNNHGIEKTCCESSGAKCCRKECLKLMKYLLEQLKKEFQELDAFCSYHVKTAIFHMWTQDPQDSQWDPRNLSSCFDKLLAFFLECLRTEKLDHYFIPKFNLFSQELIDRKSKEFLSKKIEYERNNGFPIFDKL
Numbers without * were called inactive; & = joins results of further samples.

Start of the data: the first 2 entries as a preview:
Screening O=C(NCC1CCCN(Cc2ccon2)C1)C1(c2ccc(Cl)cc2)CC1 (stereo not drawn) returned mcGAS MS inh -4.
Screening CCOC(=O)N1CCN(c2ccc(/C=C(\C#N)c3nc4ccccc4[nH]3)o2)CC1 returned mcGAS MS inh -10.

The whole of this part, repeating the preview:
Screening O=C(NCC1CCCN(Cc2ccon2)C1)C1(c2ccc(Cl)cc2)CC1 (stereo not drawn) returned mcGAS MS inh -4.
Screening CCOC(=O)N1CCN(c2ccc(/C=C(\C#N)c3nc4ccccc4[nH]3)o2)CC1 returned mcGAS MS inh -10.
Screening CNC(=O)C1SC(=Nc2ccc(Cl)c(Cl)c2)N(Cc2ccccc2)N=C1C (stereo not drawn) returned mcGAS MS inh -11&1.
Cn1cnnc1Sc1ccc(-c2nccn2C2CCCCCC2)o1 was read as mcGAS MS inh -19.
For O=C(O)C1Sc2[nH]c(=O)sc2C2c3cc(Cl)ccc3OC(=O)C12 (stereo not drawn) the results were mcGAS MS inh 0&20.
COc1ccccc1-c1noc(CCSC)n1 was read as mcGAS MS inh -4.
Screening COCCNC(=O)NC(=O)CN(C)Cc1cc(Br)ccc1F returned mcGAS MS inh 6.
For CSc1nnc(CC2CCN(Cc3cccc4c3OCO4)CC2)n1C the results were mcGAS MS inh -15.
`O=C1c2nc(Nc3ccncc3)ccc2CN1C1(C(=O)NCc2nccs2)CC1` gave mcGAS MS inh 5.
`Cc1nn(C)c(C)c1-c1ccnc(NCC2COCCO2)n1` (stereo not drawn) gave mcGAS MS inh -9.
NC(=O)c1ccc(C2CCCN2Cc2cccn2-c2ccccc2F)s1 (stereo not drawn) was read as mcGAS MS inh -10.
For CCC1(C)NC(=O)N(N=Cc2c(F)c(F)c(F)c(F)c2F)C1=O (stereo not drawn) the results were mcGAS MS inh -1.
`Cc1cc(NC(=O)CNCc2ccco2)no1` gave mcGAS MS inh -3.
Screening Cc1cc(C)n(CCCNC(=O)Cn2c(-c3ccc(F)cc3)c(C)sc2=O)n1 returned mcGAS MS inh 4.
Screening COc1ccc(O)c(CN2CCCC(C(=O)c3cc(C)c(OC)c(C)c3)C2)c1 (stereo not drawn) returned mcGAS MS inh -2.
Cn1ccnc1C(O)(CC(=O)N1CCCC1Cc1ccccc1Cl)C(F)(F)F (stereo not drawn) was read as mcGAS MS inh -7.
O=C1CSC(N2CCCCC2)=N1 was read as mcGAS MS inh -17.
For Cc1cn2c3c(=O)n(CC=Cc4ccccc4)c(=O)n(C)c3nc2n1CCCN1CCOCC1 the results were mcGAS MS inh -8.
For CC1Cc2ccccc2N1C(=O)c1cnc2n(c1=O)CCS2 (stereo not drawn) the results were mcGAS MS inh -5.
Screening CCn1c(SC(C)C(=O)N2CCCc3ccccc32)nnc1-c1ccco1 (stereo not drawn) returned mcGAS MS inh -10.
O=C(NCCNC(=O)c1cnccn1)c1cnccn1 was read as mcGAS MS inh -25.
`O=C(c1cc2c(s1)CCCCC2)N1CCCC(Nc2ccccc2)C1` (stereo not drawn) gave mcGAS MS inh -3.
Screening CCNC(=O)COC(=O)C(c1ccccc1)N1CCSCC1 (stereo not drawn) returned mcGAS MS inh -12.
CCOC1CC(NC(=O)Nc2cccc3cnccc23)C12CCC2 (stereo not drawn) was read as mcGAS MS inh -7.
`CCS(=O)(=O)NC(=O)C1(C)CCN1C(=O)CCc1cccs1` (stereo not drawn) gave mcGAS MS inh -3.
`N#Cc1c2n(c(=O)n(Cc3nnc(-c4ccc(Cl)cc4)o3)c1=O)CCCCC2` gave mcGAS MS inh -34.
For O=C(NCC1CCCCC1)N1CCC(n2cc(-c3ccsc3)nn2)CC1 the results were mcGAS MS inh -9.
`O=C(/C=C\c1ccc2c(c1)OCO2)OCc1cc(-c2ccc3c(c2)OCO3)on1` gave mcGAS MS inh -7.
`CCOC(=O)c1nn(-c2ccccc2C)c(=O)cc1OCC(=O)Nc1ccccc1OC` gave mcGAS MS inh -3.
Screening O=C(O)/C=C/c1cc(Br)c2c(c1)OCCO2 returned mcGAS MS inh -4.
CCOC(=O)COc1ccc2oc(=O)cc(-c3cc4cc(Br)ccc4o3)c2c1 was read as mcGAS MS inh -7.
`Cc1cc(C(=O)Nc2ccc3nc(N4CCN(C)CC4)sc3c2)nn1C` gave mcGAS MS inh -8.
Screening Cn1c(=O)c2c(ncn2CCOC(=O)C(C)(C)Oc2ccc(Cl)cc2)n(C)c1=O returned mcGAS MS inh -2.
Screening Cc1cc(C(=O)N2CCC3(CCCN(CCC4CCCCC4)C3)C2)nn1C (stereo not drawn) returned mcGAS MS inh -4.
For O=C(O)C1C2C=CC3(CN(Cc4ccco4)C(=O)C13)O2 (stereo not drawn) the results were mcGAS MS inh 9.
For CC(C)(C)OC(=O)N1CCC(O)(c2ccccc2CO)CC1 the results were mcGAS MS inh -38.
`CN(Cc1ccc(F)cc1Cl)c1nccnc1C#N` gave mcGAS MS inh 3.
`COc1ccc(OC)c2c(C)cc(N3Cc4cnn(CCO)c4C3)nc12` gave mcGAS MS inh 18.
For CSc1nc(C)c(C(=O)C[n+]2ccc(C)cc2)cc1C#N the results were mcGAS MS inh -3.
Screening C=C(CC1CC(=O)N(CCc2nc3ccccc3[nH]2)C1=O)CC(C)(C)C (stereo not drawn) returned mcGAS MS inh -1.
O=S(=O)(Nc1ccc(Cl)cn1)c1cccs1 was read as mcGAS MS inh 6.
COc1ccc(CCNC(=O)COc2nc(C)nc3ccccc23)cc1 was read as mcGAS MS inh 1.
For CCOC(=O)C=Nc1c(N)n(C)c(=O)[nH]c1=O the results were mcGAS MS inh -5.
Screening O=C(Nc1ccc(Cl)c2ncsc12)c1cc2cc([N+](=O)[O-])ccc2s1 returned mcGAS MS inh -7.
For CCCOc1nn(CCC)cc1C(=O)O the results were mcGAS MS inh -5.
O=C1C2C3C=CC(C4CC34)C2C(=O)N1c1cccnc1 (stereo not drawn) was read as mcGAS MS inh -15.
For NCCN1C(=O)CSC1=O the results were mcGAS MS inh -1.
For CCSc1nc2ncnc(N)c2[nH]1 the results were mcGAS MS inh 0.
`CCC(=O)Nc1nnc(C(C)(C)C)s1` gave mcGAS MS inh -10.
Cc1nc(CSc2nnc(C)s2)cs1 was read as mcGAS MS inh -27.
CN1CCN(C(=O)CC2CSc3nc4c(c(=O)n32)CCCC4)CC1 (stereo not drawn) was read as mcGAS MS inh -8.
CC(=O)Nc1cccc(-c2nccnc2C)c1 was read as mcGAS MS inh 4.
Screening CC(=O)NCC1(c2cccc(C(F)(F)F)c2)CCOCC1 returned mcGAS MS inh -12.
For Cc1nn2c(-c3ccc(Cl)cc3)cc(C(=O)O)nc2c1-c1ccccc1 the results were mcGAS MS inh -5.
Screening CC1CCCCN1C(=O)c1c([N+](=O)[O-])cnn1C (stereo not drawn) returned mcGAS MS inh -2.
For Cc1csc(C(C)N(C)Cc2cn[nH]c2-c2ccc(-c3ccccc3)cc2)n1 (stereo not drawn) the results were mcGAS MS inh 0.
Screening O=C(CCc1ccccc1)Nc1ccc(F)cc1Br returned mcGAS MS inh -3.
CCN(C)c1ccc(CNC(=O)Cc2cc(C)on2)cc1F was read as mcGAS MS inh -5.
O=C(CCN1CCCO1)N1CCC2(CCCN(CCCc3ccccc3)C2)C1 (stereo not drawn) was read as mcGAS MS inh 0.
For CC(C)C1CN(C(=O)c2onc3ccccc23)CCCN1CC1CC1 (stereo not drawn) the results were mcGAS MS inh 1.

An excerpt taken from the entries so far:
COc1ccc(CCNC(=O)COc2nc(C)nc3ccccc23)cc1 was read as mcGAS MS inh 1.
For CCOC(=O)C=Nc1c(N)n(C)c(=O)[nH]c1=O the results were mcGAS MS inh -5.
Screening O=C(Nc1ccc(Cl)c2ncsc12)c1cc2cc([N+](=O)[O-])ccc2s1 returned mcGAS MS inh -7.
For CCCOc1nn(CCC)cc1C(=O)O the results were mcGAS MS inh -5.
O=C1C2C3C=CC(C4CC34)C2C(=O)N1c1cccnc1 (stereo not drawn) was read as mcGAS MS inh -15.
For NCCN1C(=O)CSC1=O the results were mcGAS MS inh -1.
For CCSc1nc2ncnc(N)c2[nH]1 the results were mcGAS MS inh 0.
`CCC(=O)Nc1nnc(C(C)(C)C)s1` gave mcGAS MS inh -10.
Cc1nc(CSc2nnc(C)s2)cs1 was read as mcGAS MS inh -27.
CN1CCN(C(=O)CC2CSc3nc4c(c(=O)n32)CCCC4)CC1 (stereo not drawn) was read as mcGAS MS inh -8.
CC(=O)Nc1cccc(-c2nccnc2C)c1 was read as mcGAS MS inh 4.
Screening CC(=O)NCC1(c2cccc(C(F)(F)F)c2)CCOCC1 returned mcGAS MS inh -12.
For Cc1nn2c(-c3ccc(Cl)cc3)cc(C(=O)O)nc2c1-c1ccccc1 the results were mcGAS MS inh -5.
Screening CC1CCCCN1C(=O)c1c([N+](=O)[O-])cnn1C (stereo not drawn) returned mcGAS MS inh -2.
For Cc1csc(C(C)N(C)Cc2cn[nH]c2-c2ccc(-c3ccccc3)cc2)n1 (stereo not drawn) the results were mcGAS MS inh 0.
Screening O=C(CCc1ccccc1)Nc1ccc(F)cc1Br returned mcGAS MS inh -3.
CCN(C)c1ccc(CNC(=O)Cc2cc(C)on2)cc1F was read as mcGAS MS inh -5.
O=C(CCN1CCCO1)N1CCC2(CCCN(CCCc3ccccc3)C2)C1 (stereo not drawn) was read as mcGAS MS inh 0.
For CC(C)C1CN(C(=O)c2onc3ccccc23)CCCN1CC1CC1 (stereo not drawn) the results were mcGAS MS inh 1.

Following part.
Screening O=C(c1cc[n+]([O-])cc1)N1CCc2c([nH]c3ccccc23)C1c1ccccc1Cl (stereo not drawn) returned mcGAS MS inh 0.
Screening CN(c1cc(Cl)nc(N)n1)C(C1CC1)C1CC1 returned mcGAS MS inh -1.
`CC(C)c1nccn1Cc1cc(C(=O)N(C)Cc2n[nH]c3c2CCCC3)n[nH]1` gave mcGAS MS inh -11.
`Cc1cc(Cl)c(Cl)cc1S(=O)(=O)N(CCO)CCO` gave mcGAS MS inh -6.
`Cn1nc(C(=O)O)c2c1CCN(C(=O)CCc1cccnc1)C2` gave mcGAS MS inh -12.
For Cc1ccc(-n2c(SCc3ccccc3)nc(O)cc2=O)cc1 the results were mcGAS MS inh -4.
Cc1cc(C(=O)Nc2ccc(F)cc2I)n[nH]1 was read as mcGAS MS inh -11.
CCOc1ccccc1CN1CCN(CC#Cc2ccccc2)CC1CCO (stereo not drawn) was read as mcGAS MS inh 1.
`FC(F)(F)CCc1ccnc(NCc2csc(-c3ncccn3)n2)n1` gave mcGAS MS inh -1.
For Cn1cc(C(=O)NCC2CCN(c3cccc(F)c3C#N)CC2)cn1 the results were mcGAS MS inh -5.
For CN(Cc1cnc(N2CCOCC2)s1)CC1CCCCO1 (stereo not drawn) the results were mcGAS MS inh -8.
CC(C(=O)Nc1cccc(Cl)c1SCC(F)F)n1ccnc1 (stereo not drawn) was read as mcGAS MS inh 1.
CC(NC(=O)c1cnn2c1CCCC2)c1nc(-c2cccnc2)no1 (stereo not drawn) was read as mcGAS MS inh -32.
CSCC(=O)N1CCCC(Nc2ccc(C(C)C)cc2)C1 (stereo not drawn) was read as mcGAS MS inh -4.
Cc1cnc(C)c(-c2cc(O)c3c(c2)CN(C2Cc4ccccc4C2)CCO3)n1 was read as mcGAS MS inh -5.
For CN(C)c1ncc(Br)cc1C(=O)N(C)c1nccs1 the results were mcGAS MS inh -2.
`Cc1cc(S(=O)(=O)NCc2ccccc2)cc([N+](=O)[O-])c1C` gave mcGAS MS inh -8.
For CC1CC(C)CN(S(=O)(=O)c2cccc(C(=O)N(C)Cc3nc4ccccc4c(=O)[nH]3)c2)C1 (stereo not drawn) the results were mcGAS MS inh -9.
Screening Cc1nn(C)cc1CNC(=O)C1CC1 returned mcGAS MS inh -3.
`O=C(CSc1nnc(CNC(=O)c2cc(Cl)ccc2Cl)n1-c1ccc(F)cc1)Nc1ccccc1C(F)(F)F` gave mcGAS MS inh 7.
Screening CCn1cccc(-c2nnc(SCC(=O)Nc3ccccc3F)n2C)c1=O returned mcGAS MS inh -7.
`Cc1[nH]c2ccc3c(ncn3CCC#N)c2c1C` gave mcGAS MS inh -29.
For CCN1CC2(CCN(c3ccnc(C)c3)CC2)CC1=O the results were mcGAS MS inh 8.
`CC1(O)C(=O)c2ccccc2N(c2ccccc2)C1=O` (stereo not drawn) gave mcGAS MS inh -11.
Screening CCN(CC)C(=O)c1ccc(Cl)c(NC(=O)C[C@@H]2C[C@@H]3C=C[C@H]2C3)c1 returned mcGAS MS inh -10.
`COC(C(=O)N1CCOC(COc2ccccc2)C1)c1ccccc1` (stereo not drawn) gave mcGAS MS inh -6.
COC1CCN(C(=O)NCC(C)Sc2ccccc2)CC1 (stereo not drawn) was read as mcGAS MS inh -2.
COc1cc(S(=O)(=O)NCc2ccco2)ccc1Cl was read as mcGAS MS inh 10.
Screening Cc1ccc(C(=O)Nc2ccc(Cl)c3c2C(=O)c2ccccc2C3=O)cc1 returned mcGAS MS inh -4.
CC1=Nn2cc(-c3ccccc3)nc2SC1c1ccccc1 (stereo not drawn) was read as mcGAS MS inh -1&0.
`O=Cc1c(Cl)[nH]c(=O)n1-c1ccccc1` gave mcGAS MS inh -4.
Clc1ccc(-c2nnc(CSc3nnnn3C3CC3)o2)cc1 was read as mcGAS MS inh -2.
For O=C(CCCc1ccccc1)Nc1ccnn1C1CCN(C(=O)c2ccoc2)CC1 the results were mcGAS MS inh -3.
For O=C1C2ON(c3ccc(Br)cc3)C(c3cccnc3)C2C(=O)N1C1CCCCC1 (stereo not drawn) the results were mcGAS MS inh -2.
`Cc1ccsc1CN(C)C(=O)c1cnn2ccccc12` gave mcGAS MS inh -24.
Screening CCn1c(C)cc(O)c(C(c2ccncc2)N2CCN(C)CC2)c1=O (stereo not drawn) returned mcGAS MS inh -6.
O=C1OCC(c2ccc(Cl)s2)=C1c1cccs1 was read as mcGAS MS inh 1.
Screening CN(CC(C)(C)N1CCOCC1)[C@@H]1CS(=O)(=O)C[C@H]1O returned mcGAS MS inh 6.
Screening CN1CCC2(CC1)CCN(Cc1ccc(C(=O)O)cc1)C2 returned mcGAS MS inh -5.
CN(Cc1nc(-c2cccnc2)no1)C(=O)[C@@H]1C[C@H]1c1ccccc1 was read as mcGAS MS inh -5.
COc1ccc(CN(C(=O)C2CCCC2)c2cnn(C)c2)c(OC)c1 was read as mcGAS MS inh -6.
For CC(C(=O)NC1CCCCC1)N1CCN(S(=O)(=O)c2ccccc2C(F)(F)F)CC1 (stereo not drawn) the results were mcGAS MS inh -11.

Some of the compounds tested, so the mix of outcomes need not match the whole.
